High-throughput results from PubChem.
CSM14.1 death rescue: protection against thapsigargin-triggered cell killing – 384-well, CSM14.1, ATP luminescence, primary screen (AID 1222). cellular ATP content (survival), % at 20 µM; hits with a dose series show EC50 in µM. 190,000 tested, under 10 active. CSM14.1 thapsigargin-induced death rescue, ATP luminescence; higher % means a stronger effect;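 active = EC50 below 50 µM in the dose-response confirmation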;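 also: death triggered by thapsigargin at about 15 µM added after 2 h compound pretreatment; cell ATP read after overnight thapsigargin exposure of roughly 18 to 22 hours; normalized against plate controls of thapsigargin alone and 5% DMSO vehicle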
SV40 large T antigen: TAg ATPase/helicase activity blockers – biochemical (AID 1903); SV40 large T antigen ATPase/helicase inhibition assay; higher % means a stronger effect; one-dose inhibition, % at 20 µM; IC50 in µM for titrated hits; 310,000 tested, 0.39% active; in the data active = a potency from the dose series; inconclusive = inhibition mostly from about 32% at the one dose, without a potency; inactive = the rest, 99 in 100 with inhibition below about 32%; also: strong numbers were not always called active
West Nile virus CPE: inhibition of WNV-induced cytopathic effect – cell-based, CPE readout (AID 1621); West Nile virus-infected cells, CPE inhibition; higher % means a stronger effect; CPE inhibition, % at 10 µM; hits with a dose series show IC50 in µM; 290,000 tested, 0.02% active; in the data active = a potency from the dose series; inconclusive = CPE inhibition mostly from about 3.7% at the one dose, without a potency; inactive = the rest, 99 in 100 with CPE inhibition below about 2.2%; also: strong numbers were not always called active
GPR35 antagonists: inhibition of zaprinast-stimulated GPR35 beta-arrestin translocation – imaging, U2OS, beta-arrestin-GFP, zaprinast agonist, primary screen (AID 2058); U2OS GPR35 beta-arrestin-GFP translocation imaging, zaprinast antagonism; higher % means a stronger effect; one-dose inhibition, % at 10 µM; IC50 in µM for titrated hits; 290,000 tested, 0.052% active;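 active = inhibition of at least 50% with at least 30 cells and total cytoplasm GFP at most 10,000,000; inconclusive = under 30 cells or total GFP of 10,000,000 plus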
Salmonella PhoP GFP: PhoP-dependent GFP reporter repression – Salmonella Typhimurium, primary screen (AID 1863); S. Typhimurium PhoP-regulated promoter GFP reporter, 4 h; higher % means a stronger effect; one-dose inhibition, % at 50 µM; IC50 in µM for titrated hits; 300,000 tested, 0.16% active;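 active = inhibition over 29.93%, a cutoff 3 SD above the screen mean, later confirmed by dose response; inconclusive = inhibition over 29.93% but no dose response follow-up; inactive = inhibition at most 29.93% or unconfirmed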;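 also: 0% = low Mg2+ inducing control and 100% = high Mg2+ repressing control; strong numbers were not always called active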
RSV antiviral HEp-2: RSV antiviral activity via CPE protection, HEp-2 cells, primary 10 µM value included (AID 2391); one-dose CPE inhibition, % at 10 µM; IC50 in µM for titrated hits; HEp-2 cells, RSV-induced CPE inhibition; higher % means a stronger effect; 310,000 tested, 0.13% active; in the data active = a potency from the dose series; inconclusive = CPE inhibition mostly from about 23% at the one dose, without a potency; inactive = the rest, 99 in 100 with CPE inhibition below about 21%; also: strong numbers were not always called active
MgcRacGAP inhibition: MgcRacGAP GTPase-activating activity inhibitors, confirmation, biochemical, ADP Hunter fluorescence | MgcRacGAP-stimulated Rac1 GTP hydrolysis, ADP Hunter fluorescence; higher % means a stronger effect; GST-tagged Rac1 F28L mutant substrate | inhibition, % at 30 µM; hits with a dose series show IC50 in µM | 340,000 tested, 0.6% active | AID 624330;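 active = first-screen hits whose inhibition reached a set limit at any dose in the follow-up dose series; inconclusive = inhibition above the set first-screen limit but never retested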;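 also: fluorescence reports GDP produced by GAP-driven GTP hydrolysis; strong numbers were not always called active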
Dengue-2 NS5 capping: flavivirus cap methylation enzyme inhibition – biochemical, confirmation dose response, primary screen (AID 588689); inhibition, % at 25 µM; hits with a dose series show IC50 in µM; Dengue-2 NS5 methyltransferase capping enzyme assay, biochemical; higher % means a stronger effect; 340,000 tested, 0.3% active; in the data active = a potency from the dose series; inconclusive = inhibition above about 29% without an active follow-up result
LYP inhibition: PTPN22 lymphoid phosphatase activity blockers – biochemical, fluorescence intensity, uHTS (AID 1779). recombinant LYP phosphatase, fluorescence intensity; higher % means a stronger effect. one-dose inhibition, % at 11.5 µM; IC50 in µM for titrated hits. 290,000 tested, 0.054% active; in the data active = inhibition above about 50%;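 also: plate controls were vehicle with enzyme for no effect and no enzyme for full effect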
Dengue-2 NS5 capping pilot replicate: second read-out of Dengue-2 NS5 capping, no call of its own (marks repeat the call); inhibition, %; measured here: pilot screen replicate inhibition
Active calls of the source: *; u = inconclusive; x = not tested or not shown.

SMILES	CSM14.1 death rescue	SV40 large T antigen	West Nile virus CPE	GPR35 antagonists	Salmonella PhoP GFP	RSV antiviral HEp-2	MgcRacGAP inhibition	Dengue-2 NS5 capping	LYP inhibition	others
COc1ccc(CNC(=O)C2CCN(C(=O)c3sccc3-n3cccc3)CC2)cc1	x	3%	-0.5%	12%	1%	-1.2%	1%	1%	-13%
Cc1cc(Cl)ccc1NC(=O)CCC(=O)N/N=C/c1cccnc1	x	9%	0.0%	-2%	2%	1.5%	2%	-5%	-10%
CC(C)c1ccc(S(=O)(=O)N2CCN(CCC(=O)Nc3ccc(N(C)C)cc3)CC2)cc1	x	15µM*	0.1%	9%	-7%	x	25%	0%	1%
COc1ccc(N(CC(=O)N/N=C/c2cccc(OC)c2OC)S(=O)(=O)c2ccccc2)cc1	x	6%	-0.2%	8%	-4%	1.5%	18%	-8%	5%
COc1ccc(C(=O)Nc2cc([N+](=O)[O-])ccc2N2CCN(C)CC2)cc1	-1.3%	2%	-0.2%	-13%	-8%	1.5%	5%	-7%	2%
CCCSc1cc(NCCOC(C)=O)c([N+](=O)[O-])c2nonc12	-1.5%	1%	-0.2%	-2%	3%	5.6%	5%	7%	-11%
COc1ccc(C(=O)Cn2cc[n+](C)c2)cc1	x	7%	-0.5%	9%	-2%	2.2%	1%	-6%	-7%	Dengue-2 NS5 capping pilot replicate=-5.8
Cc1ccc(CNC(=O)CCNS(=O)(=O)c2ccc(Br)s2)cc1	-1.1%	7%	0.4%	-18%	-4%	-0.1%	9%	x	-8%
Cc1cccc(NC(=O)CSc2nc(C)c(Cc3ccccc3)c(=O)[nH]2)c1	-9.7%	-2%	-0.3%	7%	-3%	15%	-2%	2%	-4%
COc1ccc(C(=O)CSc2nc3[nH]ncc3c(=O)[nH]2)cc1	0.8%	11%	0.0%	-3%	-3%	1.7%	10%	2%	-6%
COc1ccc2cc(C(=O)O)n(CC(=O)c3ccccc3)c2c1	x	5%	0.3%	-22%	-4%	1.2%	9%	-1%	-1%
O=c1c2ccccc2nc2n1C(CSc1ccc(Br)cc1)CN2 (stereo not drawn)	-1.5%	-3%	0.1%	3%	16%	0.5%	3%	-7%	-5%
C=CCC12C=C(OC)C(=O)OC(OC)(C1O)[C@H](c1ccc3c(c1)OCO3)[C@H]2C (stereo partly drawn)	x	-2%	-0.6%	x	-2%	x	2%	-3%	x
COCCCN1CCN(C2Cc3ccccc3Sc3ccc(Cl)cc32)CC1 (stereo not drawn)	5.0%	-2%	-0.6%	8%	4%	1.0%	-8%	2%	-3%
C#CC(CCN1CCCCC1)(OC)c1ccccc1 (stereo not drawn)	x	14%	-0.3%	-3%	-1%	1.1%	0%	-11%	-5%	Dengue-2 NS5 capping pilot replicate=-6.1
Cc1ccn2c(=O)nc(SCC(=O)N3CCCCCC3)nc2c1	x	15%	x	x	-3%	0.2%	10%	-1%	x
O=C(CSCc1c(Cl)cccc1Cl)N1CCOCC1	-1.6%	3%	1.1%	-8%	-5%	0.8%	3%	x	-10%
CCCOC(=O)Nc1ccc(C(N)=O)cc1	-1.8%	10%	0.1%	11%	-4%	0.4%	10%	-4%	-8%
COc1ccc(S(=O)(=O)Nc2ncccn2)cc1	x	4%	-0.6%	-3%	1%	0.2%	11%	-4%	-10%
O=C(COc1cccc(C(F)(F)F)c1)NNC(=O)Cn1c(=O)cnc2ccccc21	x	8%	x	x	-5%	0.6%	7%	2%	x
O=C(CCCc1ccccc1)NCCCN1CCOCC1	1.3%	0%	-0.2%	7%	0%	2.0%	9%	-5%	-2%	Dengue-2 NS5 capping pilot replicate=0.5
COc1cc(/C=N/NC(=S)Nc2cccc(Cl)c2C)ccc1OCC(=O)N1CC(C)OC(C)C1 (stereo not drawn)	0.2%	2%	-0.8%	1%	7%	2.3%	5%	28%	7%
C[C@]1(C(=O)O)Cc2oncc2C[C@@H]1C(=O)O	2.3%	-1%	0.5%	-3%	1%	0.8%	3%	0%	-14%
Nc1nn(-c2ccccc2Cl)cc1-c1nn[nH]n1	x	1%	0.1%	4%	-5%	-0.2%	-7%	5%	-6%
COc1ccccc1NC(=O)C1=C(C)NC(=O)NC1c1cc(C)cs1 (stereo not drawn)	0.4%	6%	-0.3%	-2%	-4%	0.5%	8%	-9%	-1%
CC(C)OCCCNC(=O)Cn1nc(-c2ccccc2)ccc1=O	-2.5%	0%	0.4%	0%	5%	-0.1%	-11%	-3%	-4%
N#Cc1ccc(-c2ccc(Cl)cc2)nc1Oc1ccc(F)cc1	-0.9%	-2%	u	11%	1%	0.0%	2%	2%	-1%
C=CCNC(=S)Nc1sc2c(c1C(=O)OCC)CC(C(C)C)OC2 (stereo not drawn)	-1.4%	-1%	0.4%	18%	9%	2.9%	4%	-3%	-5%
CC(C)CCNC(=O)c1ccc(Cl)c(NC(=O)c2ccccc2F)c1	-1.5%	12%	-1.5%	2%	-3%	-0.9%	x	x	-2%
CC(=O)c1c(C)oc2ccc(NS(=O)(=O)c3ccc(C(=O)O)cc3)cc12	x	-1%	1.3%	4%	10%	4.6%	6%	-7%	-6%
CCOCCCNC(=O)C1CCN(S(=O)(=O)c2c(C)noc2/C=C\c2ccc(OC)cc2)CC1	x	x	-0.5%	x	x	6.8%	4%	-2%	x
Cc1c(C)c2cc3c(C)coc3cc2oc1=O	x	19%	-1.0%	-15%	-2%	3.5%	3%	-11%	-7%
COCCn1c(=S)[nH]c2cc(C(=O)N3CCN(c4ccccc4OC)CC3)ccc2c1=O	-2.3%	3%	0.2%	-11%	3%	0.0%	6%	-5%	-5%
COC(=O)c1ccc(C(=O)N=c2sccn2C)cc1	x	7%	0.1%	1%	3%	0.7%	7%	-7%	-7%
C/C(=N\NC1=N[C@H]2CS(=O)(=O)C[C@H]2S1)c1ccccc1	x	27%	0.3%	7%	1%	x	x	x	-6%
COC(=O)[C@H](C)NC(=O)Nc1ccccc1C(F)(F)F	0.0%	13%	1.0%	2%	-1%	-0.3%	9%	-6%	-1%
COc1ccccc1C(O)(c1ccccc1)C(CN1CCOCC1)c1ccccc1 (stereo not drawn)	-1.3%	3%	0.1%	-6%	-10%	0.2%	2%	-5%	-4%
COc1cc(NC(=O)C(C)Oc2ccccc2)cc(OC)c1 (stereo not drawn)	2.1%	2%	-1.2%	9%	-4%	1.2%	3%	-7%	-7%
O=C(CSc1nnc(COc2ccc(Cl)cc2)o1)OC1CCCCC1	-1.5%	5%	0.0%	-11%	9%	1.5%	5%	-8%	-3%
CN1C(=O)C(O)(CC(=O)c2ccc3c(c2)OCO3)c2ccccc21 (stereo not drawn)	x	1%	-0.1%	16%	0%	2.2%	16%	0%	-2%
Cc1cccc(NC(=O)c2cc(Cl)sc2Cl)c1C	-2.7%	6%	0.2%	8%	-2%	0.4%	3%	-9%	-9%
Cc1ccc(NC(=O)Cn2cnc3c(cnn3C(C)(C)C)c2=O)cc1	0.5%	22%	1.0%	-10%	-8%	-0.1%	8%	1%	-6%
CN1C(c2ccccc2)CCOS1(=O)=O (stereo not drawn)	x	8%	-0.2%	5%	4%	0.4%	-1%	6%	-7%
O=C(Nc1ccon1)c1ccc(N2CCCCC2)c([N+](=O)[O-])c1	x	10%	-0.2%	1%	3%	53%	6%	-5%	-2%
COC(=O)c1ccc(NC(=O)CSc2nc(=O)n3cccc(C)c3n2)cc1	x	15%	x	x	9%	0.2%	8%	1%	x
CN(c1ccccc1)S(=O)(=O)c1cccc(NC(=O)Cn2cnc3ccccc3c2=O)c1	0.3%	21%	-0.1%	3%	3%	17%	2%	-2%	-2%
S=c1[nH]cnc2sc(-c3ccccc3)cc12	-0.5%	-1%	0.9%	-2%	-5%	-2.3%	6%	-1%	-4%
Cc1ccc(C(=O)N2CCN(c3ccc(NC(=O)COc4ccccc4C)cc3)CC2)cc1	-0.8%	7%	-0.9%	-13%	-10%	u	2%	-16%	10%
Oc1ccc(/C=N/Nc2cc(N3CCOCC3)nc(N3CCOCC3)n2)cc1O	-3.5%	23µM*	-0.6%	0%	-4%	4.1%	52µM*	12%	2%
Cc1nnc(NC2=NCCC2)o1	-1.6%	1%	-0.5%	18%	-5%	1.2%	3%	1%	-5%
CC(C)(C)OC(=O)N1CCC(C(=O)N2CCOCC2)CC1	-0.2%	9%	1.3%	-16%	-1%	1.2%	2%	7%	-8%
O=C(Nc1ccc(C(F)(F)F)cc1)c1ccccc1Br	1.8%	8%	-0.7%	-4%	-2%	7.1%	8%	1%	-6%
CCN(/C=N/c1sc2c(c1C#N)CC(C)(C)NC2(C)C)CC	1.1%	3%	-0.5%	-5%	3%	-1.3%	2%	-5%	1%
COc1cccc(-c2nc(N3CCN(c4ccccc4)CC3)c3ccccc3n2)c1O	6.6%	6%	-0.3%	19%	0%	4.8%	11%	-8%	4%
Cc1cc(C(=O)Nc2c(F)cc(F)cc2Br)c(C)o1	0.8%	7%	-0.2%	-9%	13%	-0.2%	11%	-18%	-4%
Cc1ccc(N/C(CSC(N)=O)=N\S(=O)(=O)c2ccc(C)cc2)cc1	1.9%	-2%	1.2%	14%	14%	0.8%	5%	-4%	-4%
O=C(NCCc1cn2ccccc2n1)c1ccccc1F	-0.3%	2%	0.4%	13%	32%	-0.4%	0%	13%	-9%
COc1cc(C2C(C#N)=C(N)OC3=C2C(=O)CC(C)(C)C3)cc2c1OCO2 (stereo not drawn)	x	25%	x	x	x	2.3%	5%	5%	x
CC(=C/c1ccco1)/C=N/NC(=O)c1ccncc1	x	8%	-0.2%	-11%	-4%	0.7%	x	x	-7%
O=C(Cc1ccc(Cl)cc1)N/N=C/c1c(Cl)cccc1Cl	2.4%	0%	-0.4%	-16%	11%	1.1%	6%	-5%	-5%
COc1ccc(C(=O)CSc2nnc(CNC(=O)c3ccccc3F)n2C)cc1OC	x	5%	-0.2%	-4%	-5%	1.4%	6%	-2%	-10%
CC1CN(C(=O)c2cc(-c3ccc(Cl)s3)nc3ccccc23)CC(C)O1 (stereo not drawn)	x	3%	x	x	-8%	7.5%	6%	1%	x
CC1=C(C)CC(C(=O)NCc2ccc3c(c2)OCO3)C(C(=O)O)C1 (stereo not drawn)	0.3%	-3%	-0.1%	-8%	7%	0.8%	5%	2%	-4%
